Dicer inh: blocks human Dicer maturation of pre-miR-21. Q9UPY3. cat-ELCCA pre-miR-21 Dicer processing, chemiluminescence; active compounds read high. actives 6% (n = 47,000). z-score at 25 µM; in the data active = z-score above about 3, passing the limit was not always enough;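 note: plate controls were vehicle for no effect and no enzyme for full effect; higher signal means more uncleaved substrate so more Dicer inhibition; strong numbers were not always called active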
Target sequence (Q9UPY3 whole entry, looked up): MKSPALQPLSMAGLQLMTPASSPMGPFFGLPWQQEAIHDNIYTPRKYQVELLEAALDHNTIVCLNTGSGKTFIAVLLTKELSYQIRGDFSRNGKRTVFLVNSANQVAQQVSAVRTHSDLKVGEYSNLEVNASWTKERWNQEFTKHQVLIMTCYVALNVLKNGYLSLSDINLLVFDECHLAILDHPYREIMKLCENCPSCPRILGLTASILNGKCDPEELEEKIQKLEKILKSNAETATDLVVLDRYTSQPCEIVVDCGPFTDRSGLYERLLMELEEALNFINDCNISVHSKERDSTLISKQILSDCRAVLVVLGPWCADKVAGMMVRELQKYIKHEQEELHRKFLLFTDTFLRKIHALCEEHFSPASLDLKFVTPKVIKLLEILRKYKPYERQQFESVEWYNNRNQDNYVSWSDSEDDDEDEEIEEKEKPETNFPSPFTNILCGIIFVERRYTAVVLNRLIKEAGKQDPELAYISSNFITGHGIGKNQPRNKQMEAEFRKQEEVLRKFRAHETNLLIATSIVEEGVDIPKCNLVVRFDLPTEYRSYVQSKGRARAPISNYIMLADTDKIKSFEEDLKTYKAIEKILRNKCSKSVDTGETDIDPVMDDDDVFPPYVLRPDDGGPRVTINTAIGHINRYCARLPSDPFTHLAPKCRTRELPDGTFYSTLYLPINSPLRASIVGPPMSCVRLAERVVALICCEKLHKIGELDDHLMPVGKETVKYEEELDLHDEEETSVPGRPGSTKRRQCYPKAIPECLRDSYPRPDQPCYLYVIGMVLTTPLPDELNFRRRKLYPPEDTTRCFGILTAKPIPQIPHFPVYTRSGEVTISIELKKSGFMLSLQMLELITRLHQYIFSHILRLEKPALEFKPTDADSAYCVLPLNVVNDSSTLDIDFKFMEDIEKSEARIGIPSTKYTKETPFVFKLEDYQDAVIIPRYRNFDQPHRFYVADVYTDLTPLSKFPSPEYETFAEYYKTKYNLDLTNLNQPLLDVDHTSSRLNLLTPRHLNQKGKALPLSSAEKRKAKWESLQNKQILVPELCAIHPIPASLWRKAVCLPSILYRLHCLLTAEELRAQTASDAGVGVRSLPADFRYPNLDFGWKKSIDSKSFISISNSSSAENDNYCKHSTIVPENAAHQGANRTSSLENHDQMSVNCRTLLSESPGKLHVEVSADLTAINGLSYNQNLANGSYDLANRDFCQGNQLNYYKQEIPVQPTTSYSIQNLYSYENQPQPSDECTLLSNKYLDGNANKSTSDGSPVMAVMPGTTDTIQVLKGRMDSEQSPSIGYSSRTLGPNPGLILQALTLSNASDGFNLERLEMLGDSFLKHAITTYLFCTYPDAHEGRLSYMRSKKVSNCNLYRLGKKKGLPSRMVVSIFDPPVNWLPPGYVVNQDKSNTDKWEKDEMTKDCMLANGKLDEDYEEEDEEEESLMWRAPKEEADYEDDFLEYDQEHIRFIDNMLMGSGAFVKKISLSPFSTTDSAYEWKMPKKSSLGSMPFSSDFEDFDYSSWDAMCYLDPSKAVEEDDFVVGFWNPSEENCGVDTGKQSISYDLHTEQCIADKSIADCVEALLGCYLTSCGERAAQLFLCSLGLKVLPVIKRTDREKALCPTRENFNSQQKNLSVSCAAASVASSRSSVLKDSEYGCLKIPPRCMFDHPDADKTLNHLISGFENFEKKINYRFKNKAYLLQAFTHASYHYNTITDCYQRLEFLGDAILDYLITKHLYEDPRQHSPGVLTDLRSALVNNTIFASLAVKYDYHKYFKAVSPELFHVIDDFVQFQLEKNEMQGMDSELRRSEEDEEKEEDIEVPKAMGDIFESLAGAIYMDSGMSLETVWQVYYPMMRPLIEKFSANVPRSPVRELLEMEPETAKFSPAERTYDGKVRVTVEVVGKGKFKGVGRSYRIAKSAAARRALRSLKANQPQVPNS
* hit, by the source's call. A portion of the library; count on the stated rates, not on these rows.

compound	Dicer inh
CSc1nnc(-c2ccc(Br)cc2)o1	1.54
CCc1ccc(-c2nc3cc(NS(=O)(=O)c4ccccc4)ccc3o2)cc1	1.96
COc1ccc(C(C(C)=O)C(C)=O)c(C(=O)O)c1	7.6
CC(=O)OC1=CCC2C3CC[C@@]4(C)CC(OC(C)=O)CCC4(C)C3C(OC(C)=O)CC12C (stereo partly drawn)	-2.18
O=C(O)/C=C/C(=O)Nc1cccc([N+](=O)[O-])c1	1.26
O=c1cc(-c2cc(Br)cc3c2OCOC3)oc2ccccc12	3.49*
CN(C)c1nc2c(N)ncnc2n1[C@H]1O[C@@H](CO)[C@H](O)[C@@H]1O	-1.79
CCOC(=O)c1[nH]c2ccccc2c1N	1.33
Cc1ccc(-c2n[nH]c(S(C)(=O)=O)c2C#N)cc1	-2.11
CC(=O)[C@@]1(O)CC[C@H]2[C@@H]3C[C@H](C)C4=CC(=O)C=C[C@]4(C)[C@@]3(F)[C@@H](O)C[C@@]21C	1.66
Cc1csc(NC(=O)Nc2cc(C(F)(F)F)cc(C(F)(F)F)c2)c1	0.16
O=C(CCc1nc(-c2ccc(Cl)cc2)no1)NNC(=S)NCCc1ccccc1	-0.17
NCCCC(=O)N1c2ccccc2Sc2ccccc21	5.45*
CN(C)/C=C1\CCCc2ccccc2C1=O	3.43*
CN(C)/C=C1/C=C(c2ccccc2)OC1=S	0.1
CC1CCN(C(=O)Cn2cc(C(=O)C3CC3)c3ccccc32)CC1	5.13*
CNC(=O)C(NC(=O)OC(C)(C)C)C(C)OCc1ccccc1 (stereo not drawn)	-0.54
CCOC(=O)c1nc(C)sc1-c1ccn[nH]1	0.07
COc1cccc(C2C(C#N)=C(N)Oc3n[nH]c(-c4ccccc4)c32)c1 (stereo not drawn)	-9.78
CN1CCN(Cc2c(O)ccc3c(=O)c(-c4ccccc4)c(C(F)(F)F)oc23)CC1	0.54

Next part
compound	Dicer inh
CCOC(=O)Cc1c(SC)c2ccccc2n1C	2.12
O=c1cc(C(F)(F)F)[nH]c2c(C(F)(F)F)cccc12	-0.07
COC(=O)c1c(-c2c(Cl)cccc2Cl)noc1NC(=O)NCc1cccs1	-0.32
CCCC(=O)Nc1sc2c(c1C(=O)OC)CCC2	0.71
COC(=O)C1OC=C(C)C2CN3CCC4c5ccccc5NC4CC3CC21 (stereo not drawn)	-0.77
COc1cc(-c2ccc3c(c2)OCO3)cc(=O)c2c(C)oc(C)c12	2.32
O=C1C2CC=CCC2C(=O)N1c1cccc(N2C(=O)C3CC=CCC3C2=O)n1 (stereo not drawn)	0.48
CCC(=O)Nc1nonc1-c1nc2ccccc2[nH]1	-7.17
CCO/C(C)=C1/SC(=S)NC1=O	-1.33
Cc1nn(-c2ccccc2)c2nc(-c3ccco3)cc(C(F)(F)F)c12	0.61
CCCCSC1=C(C#N)C(=O)NC(c2ccc(O)c(OC)c2)S1 (stereo not drawn)	3.11*
Cc1cc2oc(-c3ccccc3C(=O)O)cc(=O)c2cc1Cl	-1.59
Cc1c(Cl)cccc1Nc1nc(C(C)(C)C)cs1	-1.95
CCOC(=O)c1ccc2c(c1)C1C=CCC1C(c1ccccc1)N2 (stereo not drawn)	-0.56
Cc1[nH][nH]c(=O)c1C1=NCCCCC1	-1.12
O=c1c(-c2ccccc2)coc2cc(OCc3ccccc3F)ccc12	-0.55
CCCCOC(=O)c1cc([N+](=O)[O-])cc2c1-c1ccc([N+](=O)[O-])cc1C2=O	1.19
COc1ccc(-c2c(C(F)(F)F)oc3cc(OC(=O)C(C)C)ccc3c2=O)cc1OC	1.3
CCCN(CCC)CC(O)Cn1cnc2c1c(=O)n(C)c(=O)n2C (stereo not drawn)	1.52
Cc1nc(C)c(-c2ccn(S(=O)(=O)c3cc(C(F)(F)F)cc(C(F)(F)F)c3)n2)o1	-0.93

Reformatted: results already given.
O=C(O)/C=C/C(=O)Nc1cccc([N+](=O)[O-])c1
  Dicer inh = 1.26
O=c1cc(-c2cc(Br)cc3c2OCOC3)oc2ccccc12
  Dicer inh = 3.49*
CN(C)c1nc2c(N)ncnc2n1[C@H]1O[C@@H](CO)[C@H](O)[C@@H]1O
  Dicer inh = -1.79
CCOC(=O)c1[nH]c2ccccc2c1N
  Dicer inh = 1.33

Next part.
compound	Dicer inh
COc1ccc(/C=C2\CC/C(=C\c3ccc(OC)c(OC)c3)C2=O)cc1OC	-1.2
FC(F)(F)c1ccncc1-c1nnnn1-c1ccccc1Cl	-1.55
O=c1[nH]c2sc(-c3ccccc3)cc2c(=O)n1-c1ccc(Cl)cc1	1.58
O=C(O)CCC(=O)CCC(=O)c1ccc(Br)cc1	1.55
CCCCNC(=O)O/N=C(\N)CS(=O)(=O)C(C)(C)C	-0.35
CC(=O)C1=NN(c2cccc(Cl)c2)C2C(=O)N(c3ccccc3)C(=O)C12 (stereo not drawn)	0.57
O=C(Nc1ccc(-c2nnc(Nc3ccccc3C(F)(F)F)s2)cc1)c1cccs1	1.38
COc1ccc(OC)c2c(C)cc(N3CCN(S(=O)(=O)c4ccc(C)cc4)CC3)nc12	-0.6
O=S(=O)(Nc1nc2ccccc2nc1Nc1ccc(F)cc1)c1ccccc1	1.67
CCOc1ccc(C2C(C(=O)c3cc4ccccc4o3)=C(O)C(=O)N2CCN(C)C)cc1 (stereo not drawn)	0.65
Cc1nc2ccccn2c1-c1csc(Nc2ccccn2)n1	9.08
CN1CCC(=NOC(=O)Nc2cccc(C(F)(F)F)c2)CC1	0.22
N=C(N)SCCc1ccc(OCc2ccc([N+](=O)[O-])cc2)cc1	-0.42
Cc1cc(OCC(=O)c2ccc(C(F)(F)F)cc2)n2cnnc2n1	0.44
CC(=O)c1ccccc1OC(=O)c1ccc(Cl)cc1	0.7
CCOC(=O)c1cnc(N2CCOCC2)nc1N	-0.5
CCOC(=O)c1ccc(-n2c(C)c3c(OCC)cccc(=O)c3c2C)cc1	3.62*
S=c1[nH]cc(-c2ccc(Cl)cc2)[nH]1	-1.91
CCNC(=O)C(NC(=O)OC(C)(C)C)C(C)CC (stereo not drawn)	-1.32
C/C(=N\OS(C)(=O)=O)c1cc2cc([N+](=O)[O-])ccc2o1	-0.71

A second format for part of the listing above.
O=C(Nc1ccc(-c2nnc(Nc3ccccc3C(F)(F)F)s2)cc1)c1cccs1
  Dicer inh: 1.38

COc1ccc(OC)c2c(C)cc(N3CCN(S(=O)(=O)c4ccc(C)cc4)CC3)nc12
  Dicer inh: -0.6

Additional results follow.
compound	Dicer inh
S=C(N/N=C/c1ccc(Cl)c(Cl)c1)NC1CC2CC1C1C=CCC21 (stereo not drawn)	0.09
Cc1cc(NS(=O)(=O)N(C)C)no1	-0.52
COC(=O)c1sc(=S)n(C)c1C	-0.46
CC1CC(=O)N(Cc2ccc(Cl)cc2)C(=O)C1	4.73*
CC1(C)CCCC2=C1CC1C(=O)N(c3ccccc3)C(=O)C1C2 (stereo not drawn)	-0.89
COc1ccc(-c2cc(NS(=O)(=O)c3cccc(F)c3)n(-c3ccc(Cl)c(Cl)c3)n2)cc1	-0.11
O=C(O)CCCN1Cc2ccccc2C1	1.3
COc1cccc(C2Nc3c(C)cccc3-c3cc(C)nn32)c1OC (stereo not drawn)	0.22
CCc1cccc2c3c([nH]c12)C(CC)(CC(=O)O)OCC3 (stereo not drawn)	-0.53
CCOC(=O)c1c(NC(=S)N2CCCc3ccccc32)sc2c1CCN(C(=O)OCC)C2	-2.63
O=C(Nc1ncnc2oc(-c3ccccc3)c(-c3ccccc3)c12)c1ccco1	2.54
CCOc1cc(-c2ccccc2)nc(SCc2ccc([N+](=O)[O-])cc2)n1	-1.45
CCOC(=O)c1c(C)n(-c2ccccc2)c2ccc(OC(=O)c3cccnc3SCC)cc12	-0.1
C=CCN1C(=O)C2(/C(=C(/O)c3ccc(Cl)cc3)C(=O)C(=O)N2CCCOC)c2ccccc21 (stereo not drawn)	3.38*
COc1cc(C2c3c(oc4ccc(F)cc4c3=O)C(=O)N2CC2CCCO2)ccc1O (stereo not drawn)	0.45
CC1=C(C(=O)OC(C)C)C(c2ccccc2OC(C)C)C2=C(CCCC2=O)N1 (stereo not drawn)	-0.52
CCN1CCN(c2ncc3c(n2)CC(/C=C/c2ccccc2)CC3=O)CC1 (stereo not drawn)	-0.52
CC(=O)n1c2ccccc2c2c(C#N)c(N3CCCCC3)sc21	0.65
Cc1cc([N+](=O)[O-])ccc1N1CCCC1	-0.69
Cc1cccc(C)c1NC(=O)CN1CCN(CCCC(c2ccc(F)cc2)c2ccc(F)cc2)CC1	0.09

Following part:
compound	Dicer inh
O=C(Cn1cc(C(=O)c2ccco2)c2ccccc21)NC1CCCC1	-0.24
Cn1sc(=O)c2cc(S(=O)(=O)Oc3ccc(Cl)cc3Cl)ccc21	-0.38
CCC(=O)Oc1ccc(C2C3=C(CC(C)(C)CC3=O)NC3=C2C(=O)c2ccccc23)cc1 (stereo not drawn)	0.8
COc1ccc(Br)cc1C1Nc2c(C)cccc2-c2cc(C)nn21 (stereo not drawn)	2.9
O=C1/C(=C/c2ccc(-c3nn[nH]n3)cc2)C(c2ccccc2)Oc2ccccc21 (stereo not drawn)	1.3
c1ccc(-n2ncnc2-c2ccc3c(c2)OCO3)cc1	-2.28
Cc1cc(-c2nn(C)c(=O)c3ccccc23)cc(C)c1OC(=O)Nc1ccc(Cl)cc1	-0.75
CC/C(=N\NS(=O)(=O)c1ccc(C)cc1)c1ccco1	-3.11
COC(=O)/C=C1\SC(=Nc2ccc(C(C)(C)C)cc2)N(c2ccc(C(C)(C)C)cc2)C1=O	0.81
CCOC(=O)C1=C(C)NC2=C(C(=O)CCC2)C1c1coc2ccccc2c1=O (stereo not drawn)	-0.09
CN(C)c1cccc2c(S(=O)(=O)NN)cccc12	-4.12
CC(=O)N(c1ccccc1)C1SC(=O)N(c2ccccc2)C1=O (stereo not drawn)	0.4
Cc1ccc(C(=O)/C=C/Sc2nc3cc(Cl)ccc3s2)cc1	0.77
C/C(=N\Nc1nc2c(c(=O)n(C)c(=O)n2C)n1C)c1cccs1	1.57
CCOc1ccccc1-c1nc(-c2ccc(-c3cccc(OC)c3)nc2OC)no1	0.28
CC(=O)N1c2ccccc2NC2=C(C(=O)CC(C)(C)C2)C1c1cccc(Cl)c1 (stereo not drawn)	-2.22
Cn1c(NCc2ccccc2)nc2c1c(=O)n(Cc1ccc(Br)cc1)c(=O)n2C	1.3
c1ccc2c(C3Nc4cccc5cccc(c45)N3)cccc2c1	4.37*
O=C(CSc1nc2cc(Cl)c(Cl)cc2[nH]1)c1ccccc1	-0.13
CCOC(=O)C1=C(N)Oc2ccc3ccccc3c2C1c1ccc2c(c1)OCO2 (stereo not drawn)	-0.89

Next structures follow.
compound	Dicer inh
Cc1n[nH]c(C)c1-c1c(C)n[nH]c1C	0.67
O=c1c(F)cn(C2CCCO2)c(=O)n1Cc1cccc2ccccc12 (stereo not drawn)	-0.96
N/C(=N/OC(=O)c1ccccc1Cl)c1ncc([N+](=O)[O-])s1	-1.01
Cc1cc(C(=O)NCC2COc3ccccc3O2)nn1C (stereo not drawn)	0.16
Cc1cccc(-n2ncc3c2ncn2nc(COc4c(C)cccc4C)nc32)c1	0.18
Cc1nc(C(F)(F)F)c(C(=O)O/N=C(\N)c2cccc(C(F)(F)F)c2)s1	0.55
COc1ccccc1-c1coc2cc(OC(=O)c3ccc(Cl)cc3)ccc2c1=O	-0.87
Cc1ccc(Nc2n[nH]c(=S)s2)cc1	2.86
CCOC(=O)/C(C)=N/Nc1ccc(C)cc1	0.75
CCOC(=O)C(NC(=O)c1ccccc1Cl)(Nc1cccc(C)n1)C(F)(F)F (stereo not drawn)	1.93
COCc1cc(=O)[nH]c(SCCS(=O)(=O)c2ccc(Cl)cc2Cl)n1	2.18
O=S(=O)(Nc1nc(SCc2ccc(Cl)cc2)n[nH]1)c1ccc2c(c1)CCO2	2.74
COc1ccc(C2Nc3n[nH]c(C)c3C3=C2C(=O)CC(C)(C)C3)cc1 (stereo not drawn)	-0.56
Cc1c(NC(=O)CCCC(=O)O)c(=O)n(-c2ccccc2)n1C	-0.59
C/C(=N\NS(=O)(=O)c1ccc(Cl)cc1)c1cc(-c2ccccc2)no1	-0.51
Cc1ccc(N(CC(O)Cn2c3ccccc3c3ccccc32)S(C)(=O)=O)cc1 (stereo not drawn)	0.92
CCCCN1C(=O)c2cccc3c(N)ccc(c23)C1=O	-0.91
O=C(OCCS(=O)(=O)c1ccc(Cl)cn1)c1cccc(Cl)c1	-0.34
COc1cccc2c1OC1=C(C(=O)CC(C)(C)C1)C2CC(=O)c1ccc(O)cc1 (stereo not drawn)	1.55
Cc1occc1-c1cc(N)n(-c2cccc(Cl)c2Cl)n1	0.56

Remaining list, next part.
compound	Dicer inh
CCOC(=O)c1ccc(NC(=S)NC)cc1	0.87
CCCc1cnc(Oc2ncnc3cc(Cl)ccc23)nc1	-1.48
CCOC(=O)c1c(NC(=O)CC)sc2c1CCC2	1.43
CCCN1C(=O)C(=O)c2cc(Br)ccc21	-0.64
O=C(Nc1n[nH]c(-c2ccccc2)c1Br)c1ccccc1Cl	-0.85
Cc1c(CC(=S)N2CCOCC2)sc2ccc(Cl)cc12	1.1
O=C(O)Cn1c(C(=O)Nc2nc(-c3ccccc3Cl)cs2)cc2ccccc21	-1.6
COc1ccc2[nH]cc(CCNC(=O)C3CC3)c2c1	-0.76
